# High-throughput results from PubChem.
# mouse EphA4 binding: inhibitors of EphA4 binding to KYL peptide, primary screen, biochemical, colorimetric, mouse EphA4 (AID 689) | inhibition, % at 10 µM; hits with a dose series show IC50 in µM | EphA4-AP binding to KYL peptide, pNPP A405; higher % means a stronger effect | 0.1% of 62,000 active; in the data active = a potency from the dose series; inactive = the rest, 99 in 100 with inhibition below about 22%
# Numbers without * were called inactive. A portion of the library; rates above refer to the full screens.
no.	SMILES	mouse EphA4 binding
1	O=C(CCN1C(=O)/C(=C/c2cccs2)SC1=S)NC12CC3CC(CC(C3)C1)C2	16%
2	CC(=O)Nc1ccc(C(=O)N2CCCC2)cc1	-12%
3	CCC(C)OC(=O)c1cccc(-c2ccc(OC(C)=O)cc2)c1 (stereo not drawn)	-4%
4	C=CCN1C(=O)C(CC(=O)Nc2ccc(OC)cc2)N(Cc2ccco2)C1=S (stereo not drawn)	-12%
5	CCn1c(NC(=O)c2cccs2)c(-c2cccs2)c(=O)c2ccccc21	-16%
6	S=C(NC1CCCCC1)NC(c1ccccc1)(c1ccccc1)c1ccccc1	-4%
7	O=C(CCCCC(=O)N1CCN(c2ccccc2)CC1)N1CCN(c2ccccc2)CC1	3%
8	COc1ccc(NC(=O)C2CCN(S(=O)(=O)c3ccc(OC)c(OC)c3)CC2)c(OC)c1	-6%
9	COc1ccc(CCNC(=O)C(=O)NCc2ccco2)cc1	1%
10	CC(=O)Oc1ccc(Cl)cc1N1C(=O)c2ccc([N+](=O)[O-])cc2C1=O	4%
11	CCOc1ccc(-c2cc(C(=O)NCCCN3CCN(CC)CC3)c3ccccc3n2)cc1	-13%
12	CCOC(=O)C1=C(CSc2nc(-c3ccccc3)ccc2C#N)OC(N)=C(C#N)C1c1ccccc1 (stereo not drawn)	5%
13	COC(=O)c1sc(NC(=O)COc2ccccc2)nc1C	-2%
14	COc1ccc(C(C#N)N2N=C(C)CC2(C)C)cc1 (stereo not drawn)	0%
15	COc1ccc(C2CC(C(F)(F)F)n3nc(C(=O)NCCN4CCOCC4)cc3N2)cc1 (stereo not drawn)	-4%
16	CCNc1oc(COc2cccc(C)c2)nc1C#N	-8%
17	Cc1ccc(S(=O)(=O)N/N=C2/CC(c3ccccc3)Oc3ccccc32)cc1[N+](=O)[O-] (stereo not drawn)	-9%
18	O=C1C(C2=NC(C(=O)O)C3C(=O)N(c4ccc(Cl)cc4)C(=O)C23)=C(O)c2ccccc21 (stereo not drawn)	-2%
19	O=C(NCc1cccs1)C1CCCN(S(=O)(=O)c2cnc[nH]2)C1 (stereo not drawn)	-1%
20	Cc1cc(C)c(C#N)c(SCC(=O)Nc2ccccc2C(N)=O)n1	0%
21	Cc1ccc2c(c1)c(C)cc(=O)n2CCC(=O)O	-4%
22	CCOCC(=O)Nc1nnc(COc2ccc(Cl)cc2)s1	-26%
23	O=C(CN(Cc1ccccc1Cl)C(=O)c1ccc(CN2CCOCC2)o1)NCC1CCCO1 (stereo not drawn)	-2%
24	COc1cc(-c2nnn(CC(=O)N3CCOCC3)n2)cc(OC)c1OC	-6%
25	COc1ccc(-c2cnnn2-c2ccc(NC(=O)c3ccco3)cc2)cc1OC	-5%

# Structures shown so far containing a nitro group on carbon:
no.	SMILES	mouse EphA4 binding
10	CC(=O)Oc1ccc(Cl)cc1N1C(=O)c2ccc([N+](=O)[O-])cc2C1=O	4%
17	Cc1ccc(S(=O)(=O)N/N=C2/CC(c3ccccc3)Oc3ccccc32)cc1[N+](=O)[O-] (stereo not drawn)	-9%

# (next part)
no.	SMILES	mouse EphA4 binding
26	CCc1ccc(-c2c(C)sc(NC(C)=O)c2C(N)=O)cc1	-14%
27	CCCN(CCC)C(=O)Cn1ccc(=N)c2ccccc21	-6%
28	CCCCNC(=O)c1onc(CSc2ccc(C)c(C)c2)c1C(=O)O	-5%
29	Cc1cc(S(=O)(=O)NC2CCCCC2)c(C)s1	10%
30	CS(=O)(=O)N(CC(=O)NCc1ccc2c(c1)OCO2)c1ccc(Cl)cc1	-15%
31	CN1CCN(c2ccc([N+](=O)[O-])cc2C(=O)N2CCOCC2)CC1	-17%
32	COc1ccc(C2=CSC(/N=C/c3ccc(F)cc3)=NN2)cc1	-15%
33	CN1CCN(NC(=O)c2ccccc2F)CC1	-5%
34	CC(=O)c1cccc(NC(=O)c2csc(-n3nc(C)cc3C(F)(F)F)n2)c1	-7%
35	N#Cc1cc(-c2ccccc2)nnc1Oc1ccccc1Cl	-7%
36	CSCCC(NC(=O)c1ccco1)C(=O)OCC(=O)Nc1ncc(Cl)c(C)c1Cl (stereo not drawn)	-3%
37	CCn1c(=O)c2c(nc3n2CCCN3CCc2ccccc2)n(C)c1=O	-8%
38	COc1ccccc1N1CCN(Cc2ccc(OC)c(OC)c2OC)CC1	0%
39	CCc1nc2oc(C(=O)c3ccccc3)c(N)c2c2c1COC(C)(C)C2	-8%
40	c1ccc(C2=Nc3ccccc3NC(c3ccccc3)C2)cc1 (stereo not drawn)	-7%
41	Cc1nc2ccccc2c(=O)n1NCc1cccs1	-14%
42	Cc1ccc(N(C(C)C(=O)Nc2cc(Cl)ccc2Oc2ccccc2)S(C)(=O)=O)cc1 (stereo not drawn)	-4%
43	CC(C)(C)n1nnnc1C(c1cccc(C#N)c1)N1CCCCCC1 (stereo not drawn)	-6%
44	CN(CC(=O)NCc1ccccn1)S(=O)(=O)c1ccccc1	-2%
45	O=c1c2[nH]c3ccccc3c2ncn1Cc1cccnc1	4%
46	Cc1ccc(C(=O)C(OC(=O)CNC(=O)c2ccc(Cl)cc2)c2ccccc2)cc1 (stereo not drawn)	-14%
47	COc1cc(Br)cc2cc(C(=O)NCC3CCCO3)c(=O)oc12 (stereo not drawn)	-2%
48	Cc1cccc(C)c1NC(=O)Cn1c(=O)n(CCCC(=O)NCc2ccco2)c(=O)c2sccc21	9%
49	O=C(CSc1nc2ccccc2o1)Nc1ccc2c(c1)OCO2	13%
50	COc1cccc2cc(-c3csc(Nc4ccccc4C)n3)c(=O)oc12	9%
51	COc1ccccc1NC(=O)C1C2C=CC3(CN(Cc4cccnc4)C(=O)C13)O2 (stereo not drawn)	12%
52	Cc1cccc(N(C(=O)CNC(=O)c2ccco2)C(C(=O)NC2CCCC2)c2cccnc2)c1 (stereo not drawn)	-10%
53	CCOC(=O)c1cc(C#N)c(Oc2ccccc2OC)nc1-c1ccccc1	-2%
54	CC(C)(C)n1ncc2c(=O)n(CC(=O)N3CCCc4ccccc43)cnc21	-13%
55	CCc1ccc2[nH]c(=O)c(CN(Cc3ccco3)S(=O)(=O)c3ccc4c(c3)OCCO4)cc2c1	-5%
56	Cc1ccc(C(C(=O)NC2CCCC2)N(Cc2cccnc2)C(=O)c2snc(C(N)=O)c2N)o1 (stereo not drawn)	13%
57	CC(C)CNC(=O)COC(=O)c1cc(Cl)cc(Cl)c1N	8%
58	CCOC(=O)C1CCCN(C(=O)c2ccc3c(c2)NC(=O)C(N2CCOCC2)S3)C1 (stereo not drawn)	-7%
59	Cc1cc(NC(=O)C2CC2)ncc1NC(=O)C12CC3CC(CC(C3)C1)C2	1%
60	Cc1cc(/C=C2\C(=O)NC(=S)N(c3cccc(Cl)c3)C2=O)c(C)n1-c1cccnc1	39%
61	CCC(CC)C(=O)c1c[nH]c(C(=O)NCCc2ccccn2)c1	-13%
62	Cc1nc(Oc2ccccc2)c2oc3ccccc3c2n1	-6%
63	CN1C(=O)c2cccc(NC(=O)Cc3ccccc3)c2C1=O	-5%
64	CCc1ccc2c(c1)c(N=NC1=NC(=O)CS1)c(O)n2CC	-4%
65	CCc1ccc(C(=O)COC(=O)c2ccc(-c3nnc(-c4ccccc4)o3)cc2)cc1	-1%
66	COCCn1c(SCc2nc3sc(C(=O)OC)c(C)c3c(=O)[nH]2)nc2ccccc21	-4%
67	CCCOc1ccc(C2C(C(=O)c3ccco3)=C(O)C(=O)N2CCN2CCOCC2)cc1OC (stereo not drawn)	-33%
68	CC1Oc2ccccc2C=C1/C=C1/SC(N2CCOCC2)=NC1=O (stereo not drawn)	-1%
69	Cc1sc(-c2ccccn2)nc1OC(=O)c1ccc(Cl)c(Cl)c1	-7%
70	CC(C)C(c1nnnn1Cc1ccco1)N1CCN(c2cccc(Cl)c2)CC1 (stereo not drawn)	-3%
71	CCCCCn1c(SC(C)C(C)=O)nc2c1c(=O)[nH]c(=O)n2C (stereo not drawn)	-13%
72	Cc1[nH]c(=O)[nH]c1CN1CCCCC1	-7%
73	CCOC(=O)Nc1ccc(Br)cc1C(c1ccccc1)N(CC(=O)OC)C(=O)OCC (stereo not drawn)	-2%
74	Cc1ccc(N=Nc2c(N)n(-c3ccccc3)[nH]c2=O)cc1	-12%
75	COc1cc(OC)cc(C(=O)N(Cc2cc3cc(C)ccc3[nH]c2=O)C(C)C)c1	-1%

# Next section:
no.	SMILES	mouse EphA4 binding
76	COc1ccc(CCNc2oc(COc3ccccc3)nc2C#N)cc1	-2%
77	CCc1nnc(NC(=O)c2ccc(S(=O)(=O)N(CCOC)CCOC)cc2)o1	-13%
78	COc1cccc(Cn2c(N)c(C#N)c3nc4ccccc4nc32)c1OC	5%
79	CCCCN=C1N/C(=C\c2ccco2)C(=O)N1c1ccccc1	-16%
80	CCN1CCN(C(=O)C(NS(=O)(=O)c2ccc3nc(C)sc3c2)C(C)C)CC1 (stereo not drawn)	-1%
81	CCOC(=O)CNc1c(-c2ccccc2)nc2ccc(Cl)cn12	5%
82	Cc1noc2nc(-c3cccs3)cc(-c3nnc4n3CCCCC4)c12	-20%
83	CC1=C(C#N)C(Nc2cc(C)ccn2)(C(F)(F)F)C(=O)N1 (stereo not drawn)	3%
84	Cc1cc(Oc2nnnn2-c2ccccc2)ccc1Cl	-5%
85	Cn1c(=O)c2c(nc(SCC(=O)N3CCc4ccccc4C3)n2C)n(C)c1=O	-5%
86	Nc1nc(SCc2ccccc2Cl)n[nH]1	-38%
87	CCn1ncc(/C=N/NC(=O)c2ccc3c(c2)OCO3)c1C	-11%
88	CCS(=O)(=O)N1CCN(c2cccc(C)c2C)CC1	-4%
89	Cn1c(CNc2ccc(O)cc2)nc2ccccc21	-8%
90	O=C(Cc1ccc(F)cc1)c1ccc(O)cc1O	-4%
91	Cc1ccc(-c2csc3nc(C)n(-n4c(C)ccc4C)c(=O)c23)o1	-10%
92	COCn1c(-c2ccccc2)nc2ccccc21	4%
93	O=C(CN(C(=O)Cn1nnc(-c2ccc(F)cc2)n1)C1CCCC1)NC1CCCC1	17%
94	Cc1ccc(-c2ccccc2NC(=O)C2C3C=CC(C3)C2C(=O)O)o1 (stereo not drawn)	1%
95	CCn1nnnc1-c1ccc(OC)c(S(=O)(=O)Nc2ccccc2OC)c1	4%
96	Cc1cc(Nc2ncc(Cl)cc2Cl)n(-c2ccccn2)n1	11%
97	Cc1ccn2cc(C(=O)NC3CCN(Cc4ccccc4)CC3)nc2c1	-13%
98	COc1cc(/C=C2/SC(=S)N(CC(=O)N3CCOCC3)C2=O)cc(OC)c1OC	-8%
99	O=C(Nc1ccc(Cl)c(Cl)c1)C(c1ccccc1)c1ccccc1	-6%
100	CCOC(=O)C(NC(=O)Nc1ncccn1)(Oc1ccccc1)C(F)(F)F (stereo not drawn)	5%
101	CC(=C=CC(C)(C)C1OCC(C)(C)CO1)CCC=C(C)C	10%
102	O=C(CNC(=O)c1cccs1)NCCN1CCN(Cc2ccccc2)CC1	-20%
103	O=C1/C(=C\Nc2ccc3c(c2)OCO3)CCc2ccccc21	5%
104	O=C(O)CN1C(=O)S/C(=C/C(Cl)=C/c2ccc([N+](=O)[O-])cc2)C1=O	-7%
105	Cc1ccc(C(=O)Nc2ccccc2C(=O)NCCO)cc1	-5%
106	S=C1SCN(CCN2CCOCC2)CN1Cc1ccccc1	-13%
107	CCN(N=Nc1cccc([N+](=O)[O-])c1)c1cccc([N+](=O)[O-])c1	10%
108	N#CC1=C(N)Oc2c(oc(CO)cc2=O)C12C(=O)Nc1ccc(Cl)cc12 (stereo not drawn)	-29%
109	CCOC(=O)/C(C#N)=C1/C=CN(c2ccccc2)C=N1	-1%
110	CN(C)c1nc(NCc2ccccc2)nc(SCC(=O)Nc2ccc(Cl)c(Cl)c2)n1	-3%
111	COC(=O)c1c(C)oc2ccc(OC(=O)c3ccc(Br)cc3)cc12	-14%
112	O=c1[nH]c(CSc2nnc(NCCCN3CCOCC3)s2)nc2cc(Cl)ccc12	2%
113	Cc1ccc2cccc(SCC(=O)c3ccc(Br)cc3)c2n1	-17%
114	c1ccc(Nc2nn[nH]n2)cc1	-6%
115	COc1ccc(CN2CCN(S(C)(=O)=O)CC2)c(OC)c1	-18%
116	CCOC(=O)c1sc(NC(=O)c2ccc(OCC)c(Cl)c2)nc1C	0%
117	O=C(C(Cc1ccccc1)N1C(=O)C2C3C=CC(C3)C2C1=O)N1CCCCC1 (stereo not drawn)	0%
118	CCOC(=O)C1CCCCN1C(=O)CCc1c(C)nc2cc(-c3ccccc3)nn2c1C (stereo not drawn)	4%
119	CCOC(=O)c1sc(NC(=O)/C=C/c2cnn(C)c2C)c(C(=O)OCC)c1C	4%
120	COc1ccc(C(=O)Nc2c(C)ccc3nsnc23)cc1[N+](=O)[O-]	18%
121	Cc1cc(C)nc(/N=C2/NC(=O)CS2)n1	-7%
122	O=C(O)C1CCCN1S(=O)(=O)c1ccc2c(c1)CCC2 (stereo not drawn)	-11%
123	CCCCn1c(-c2nn(C)cc2Cl)n[nH]c1=S	-13%
124	Cc1ccc(-c2cc(NC(=O)c3ccc(Cl)cc3Cl)n[nH]2)cc1	6%
125	Nc1ccc(S(=O)(=O)N2CCCC2)cc1	1%

# (listing goes on)
no.	SMILES	mouse EphA4 binding
126	Cc1n[nH]c(=S)n1/N=C/c1ccc(OCc2ccc(Cl)cc2)cc1	-4%
127	COc1ccc(C(=O)c2nc3c(n2O)CCCCC3)cc1	2%
128	COc1ccc(C(C(=O)NC2CCCCC2)N(C(=O)Cc2c[nH]c3ccccc23)c2ccc(NC(C)=O)cc2)cc1OC (stereo not drawn)	2%
129	Cc1ccc(NC(=O)c2csc(-c3ccccc3)c2C)cc1	-13%
130	CC1CCCCN1CC(=O)Nc1sccc1C#N (stereo not drawn)	-10%
131	COc1cccc(NC(=O)CN(c2ccc(C)cc2)S(=O)(=O)c2c(C)nn(C)c2C)c1	-1%
132	O=C(CNc1ccc(Br)cc1)c1ccccc1	-3%
133	Cc1cc(C)nc(/N=C(\N)Nc2cc([N+](=O)[O-])ccc2C)n1	-14%

# A run of entries of the results above:
no.	SMILES	mouse EphA4 binding
38	COc1ccccc1N1CCN(Cc2ccc(OC)c(OC)c2OC)CC1	0%
39	CCc1nc2oc(C(=O)c3ccccc3)c(N)c2c2c1COC(C)(C)C2	-8%
40	c1ccc(C2=Nc3ccccc3NC(c3ccccc3)C2)cc1 (stereo not drawn)	-7%
